# Screens (PubChem)
# MITF primary: inhibitors of human MITF; AID 1259374; hit rate 0.91% among 650,000; O75030; inhibition, % at 2.6 µM; AlphaScreen MITF homodimerization, bead proximity signal; in the data active means inhibition above about 50%;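 further: 0% = vehicle wells with protein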
# Target sequence (O75030 whole entry, looked up): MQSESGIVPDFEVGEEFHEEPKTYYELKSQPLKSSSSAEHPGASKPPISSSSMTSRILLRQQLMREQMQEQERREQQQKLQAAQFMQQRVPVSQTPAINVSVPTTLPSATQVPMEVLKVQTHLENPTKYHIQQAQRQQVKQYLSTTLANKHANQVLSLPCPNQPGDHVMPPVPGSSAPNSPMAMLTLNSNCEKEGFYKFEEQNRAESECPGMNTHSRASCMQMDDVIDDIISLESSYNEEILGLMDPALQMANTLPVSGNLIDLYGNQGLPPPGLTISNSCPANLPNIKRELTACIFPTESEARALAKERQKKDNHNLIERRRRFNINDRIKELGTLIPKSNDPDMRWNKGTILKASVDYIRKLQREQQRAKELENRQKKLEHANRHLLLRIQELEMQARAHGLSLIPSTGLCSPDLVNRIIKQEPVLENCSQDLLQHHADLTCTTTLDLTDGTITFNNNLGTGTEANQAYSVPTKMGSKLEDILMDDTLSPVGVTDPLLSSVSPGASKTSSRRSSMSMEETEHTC
# TEAD-YAP inh: TEAD-YAP interaction inhibition | HEK-TIYL cells, TEAD-Gal4/YAP UAS-luciferase luminescence | inhibition, % at 9.12 µM | hit rate 1.4% among 640,000 | AID 1259422; in the data active means inhibition above about 32%;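 further: 0% = median of test compound wells and 100% = reference inhibitor wells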
# FBW7 activator: human FBW7 E3 ligase activation, primary screen | Q969H0 | AlphaScreen FBW7–phospho-cyclin E peptide binding, activator screen | AID 1259310 | normalized activity (activation), % at 26.1 µM | hit rate 0.13% among 650,000; in the data active means normalized activity above about 1.9%;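 further: purified mutant Fbw7 with reduced substrate affinity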
# GPR151 ag: human GPR151 activation; PathHunter beta-arrestin GPR151 cells, luminescence; activation, % at 11.2 µM; hit rate 1% among 650,000; in the data active means activation above about 4.9%;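 further: 0% = median of compound wells and 100% = cells with positive control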
# Target sequence (Q8TDV0 whole entry, looked up): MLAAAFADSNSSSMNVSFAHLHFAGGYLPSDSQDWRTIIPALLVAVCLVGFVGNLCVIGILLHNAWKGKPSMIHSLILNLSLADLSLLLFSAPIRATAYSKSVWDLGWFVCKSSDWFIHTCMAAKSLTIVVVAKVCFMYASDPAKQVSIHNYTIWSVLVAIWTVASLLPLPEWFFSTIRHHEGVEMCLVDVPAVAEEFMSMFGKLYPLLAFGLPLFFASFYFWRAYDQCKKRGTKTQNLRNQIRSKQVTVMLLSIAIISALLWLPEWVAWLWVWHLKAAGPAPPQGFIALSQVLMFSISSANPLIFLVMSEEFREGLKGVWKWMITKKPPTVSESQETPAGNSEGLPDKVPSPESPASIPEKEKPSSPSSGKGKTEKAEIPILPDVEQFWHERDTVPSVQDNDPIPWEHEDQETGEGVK
# The depositor's hits bear a star; & = joins results of further samples.
no.	molecule	TEAD-YAP inh	FBW7 activator	MITF primary	GPR151 ag
1	COc1ccc(C(=O)Nn2c(-c3cccs3)nc3ccccc3c2=O)cc1OC	21	0.1	-6	-0.6
2	C=CCN1C(=O)NC2(O)C(=O)c3ccccc3C12O (stereo not drawn)	3	-0.2	1	2.0
3	Cc1nc2ncnn2c(C)c1CCC(=O)NCCCOC(C)C	0	0.0	-14	0.1
4	O=c1[nH]c(=S)[nH]c(O)c1C=Nc1cccc(C(F)(F)F)c1	8	0.0	7	0.3
5	CC1CC(C)CN(C(=O)CCC(=O)N2CCOc3ccccc32)C1 (stereo not drawn)	-1	-0.1	-2	-1.4
6	CC1CC(C)CN(C(C(=O)Nc2ccc(C(C)C)cc2)c2cc3c(cc2[N+](=O)[O-])OCO3)C1 (stereo not drawn)	0	0.1	5	0.8
7	CC1CC(C)CN(C(=O)c2cc(-c3cccnc3)nc3ccccc23)C1 (stereo not drawn)	-2	0.2	9	0.1
8	Cc1nc(C)c(S(=O)(=O)NCc2nn(-c3ccccc3)nc2C)s1	-14	0.5	6	-0.4
9	CCOC(=O)c1sc(-c2ccccc2)cc1NC(=O)c1cc(OC)c(OC)c(OC)c1	-1	0.2	5	-1.2
10	CC(OC(=O)c1ccc(O)cc1)C(=O)Nc1ccccc1 (stereo not drawn)	6	0.8	14	-1.3
11	COc1ccc(CCNc2ccnc(NCCCN3CCCC3=O)n2)cc1	10	-0.1	14	-1.3
12	O=C(NCCO)c1cc(COc2ccc(F)cc2F)on1	-5	-0.1	-4	-1.9
13	COc1ccc(S(=O)(=O)N2CCN(Cc3ccc(Cl)cc3)CC2)cc1	6	0.1	43	-0.3
14	Cc1nc2c(C#N)c(C)nn2c(C)c1Cc1cccc(F)c1	4	-0.1	13	-1.8
15	CCN(CC)c1cc(Nc2ccc(NC(C)=O)cc2)c([N+](=O)[O-])c2nonc12	7	0.1	6	1.7
16	Cc1ccc(Cl)cc1N1CCN(CC(O)COCC2COc3ccccc3O2)CC1 (stereo not drawn)	-5	-0.1	6	1.0

# Part of the list above, with each value named.
(16) Cc1ccc(Cl)cc1N1CCN(CC(O)COCC2COc3ccccc3O2)CC1 (stereo not drawn)
  TEAD-YAP inh: -5	FBW7 activator: -0.1	MITF primary: 6	GPR151 ag: 1.0

(12) O=C(NCCO)c1cc(COc2ccc(F)cc2F)on1
  TEAD-YAP inh: -5	FBW7 activator: -0.1	MITF primary: -4	GPR151 ag: -1.9

# (cont.)
no.	molecule	TEAD-YAP inh	FBW7 activator	MITF primary	GPR151 ag
17	CC(C)C[C@@H]1NC(=O)[C@@H]2C[C@H](NCc3cccs3)CN2C1=O	-2	0.0	16	-0.6
18	C/C(=N/Nc1nc2ccccc2s1)C1=C(O)c2ccccc2C1=O	-3	0.0	9	-2.0
19	CCOc1cc2c(cc1OCC)C(c1ccc([N+](=O)[O-])cc1)NCC2 (stereo not drawn)	-10	-0.1	-218	0.7
20	Cc1cccn2cc(CNC(=O)c3cccc(Cl)c3)nc12	-6	-0.2	4	1.0
21	c1cncc(-c2nc(-c3ccncc3)cc(N3CCC4(CC3)OCCO4)n2)c1	10	-0.2	29	1.0
22	Cc1cc(C(=O)Nc2ccc(F)c(Cl)c2)on1	-3	0.0	-11	-0.2
23	C=CCn1c(SCc2ccc(F)cc2)nc2c1c(=O)[nH]c(=O)n2C	-10	0.0	7	1.7
24	CN(Cc1ccccc1)C(=O)c1nc2ccccn2c1CNCCOc1cccnc1	3	-0.1	-4	-0.4
25	Cc1cc(C)cc(NC(=O)CSc2nnc(NC(=O)C(C)C)s2)c1	6	0.0	-1	-0.3
26	OCCNCCNCc1ccccc1OCc1ccccc1	-6	0.1	-2	0.6
27	CC(NC(=O)NC1CCCCC1)C(c1cccs1)N1CCOCC1 (stereo not drawn)	2	0.1	6	3.8
28	Cc1ccc(Nc2nnc(-c3ccc(C)c(S(=O)(=O)NCCO)c3)c3ccccc23)cc1	-5	0.0	-5	-0.9
29	NC1=NC2(CCCC2)N=C(Nc2ccccc2)N1	-5	0.5	20	-2.2
30	CCCCc1ccc(NC(=O)c2cc3ccccc3oc2=O)cc1	2	-0.3	-1	-0.6
31	CC(C)NC(=O)c1ccccc1NC(=O)C1c2ccccc2Oc2ccccc21	11	0.0	13	-1.4
32	COc1cc(C2NC(=S)NC(C)=C2C(C)=O)ccc1OCC(N)=O (stereo not drawn)	0	-0.1	11	-0.4
33	COC(=O)c1ccc(NC(=O)c2ccc(NS(=O)(=O)c3ccccc3)cc2)cc1	3	0.0	7	2.5
34	Cc1ccc(S(=O)(=O)N(C)CC(=O)OCC(=O)NC(=O)NC(C)C)cc1	14	0.0	7	-0.7
35	CCOC(CNC(=O)c1ccc(CNS(=O)(=O)c2ccc(OC)cc2)cc1)OCC	3	-0.2	-14	-0.2
36	Cc1ccccc1-n1c(=S)[nH]c2[nH]ncc2c1=O	1&-2	0.8&-0.1	18&1	-0.6&0.5
37	Cn1c(=O)c(=O)n(C)c2cc(S(=O)(=O)N3CCCCC3)ccc21	0	0.1	0	1.9
38	COc1cccc(C(=O)NC(C)C(c2cccs2)N2CCOCC2)c1OC (stereo not drawn)	1	-0.1	1	2.9
39	Cn1c(=O)c2[nH]c(-c3ccc(Cl)cc3)c(O)c2n(C)c1=O	23	-0.1	5	0.0
40	COc1ccc(NC(=O)c2ccc(Cl)c([N+](=O)[O-])c2)cc1Cl	14	-0.2	-7	-0.2
41	CC1=C(C(=O)N2CCOCC2)C(c2sccc2C)NC(=S)N1 (stereo not drawn)	-4	0.0	-15	-0.7
42	C=CCNC(=O)c1ccc(C(C)(C)C)cc1	-32	-0.1	-3	-0.3
43	CCOc1ccccc1NC(=O)CN(CCc1ccccc1)S(=O)(=O)c1ccc(OC)c(OC)c1	0	0.3	2	0.3
44	Cc1ccccc1NCN1C(=O)C2CC=C(Cl)CC2C1=O (stereo not drawn)	0	-0.5	4	0.9
45	CN(c1cccc(NC(=O)CSCc2ccccc2Cl)c1)S(C)(=O)=O	-5	-0.1	11	-1.2
46	Cc1ccc(S(=O)(=O)Nc2ccc3oc4c(c3c2)CC(C)CC4)c(C)c1 (stereo not drawn)	5	0.0	8	-0.1
47	COCCn1c(SCC(=O)NCc2ccco2)nc2c(c1=O)SCC2	-4	0.1	-1	2.0
48	COc1ccc(NS(=O)(=O)c2ccc(NC(=O)Nc3ccc(C(C)=O)cc3)cc2)cc1	9	0.1	19	0.3
49	O=C(COc1ccc(Cl)cc1)Nc1ccccc1C(=O)N1CCN(Cc2ccccc2)CC1	29	0.5	9	0.7
50	CCOc1nc(-c2ccncc2)nc2ccccc12	10	0.6	16	-0.4
51	CCOC(=O)Cc1c(C)nc2cc(-c3cccc(Br)c3)nn2c1C	-16	0.6	-3	0.6
52	O=C(NC(Cc1ccccc1)C(=O)O)c1ccc(Cl)c(Cl)c1 (stereo not drawn)	-6	0.0	-10	-1.2
53	O=C(c1cccnc1)N1CCC(Cc2ccccc2)CC1	13	0.2	11	-0.5
54	Cn1ncc2c(Nc3cccc(C(F)(F)F)c3)ncnc21	-12	-0.4	-4	1.9
55	Cc1ccc(OCC(=O)Nc2ccc(C(=O)OC(C)C)cc2)cc1	5	0.0	6	0.3
56	CCC(Sc1nc2cc(OC)c(OC)cc2c(=O)n1CCc1ccc(Cl)cc1)C(=O)Nc1cc(Cl)ccc1OC (stereo not drawn)	-7	0.7	7	-0.8
57	Cc1nc2ccc(C(=O)N3CCCC(c4[nH]ncc4-c4ccncc4)C3)cc2nc1C (stereo not drawn)	-6	-0.1	8	-0.2
58	CCC(=O)Nc1cc(NC(=O)CSc2nnc(C(C)C)n2CC)ccc1C	4	0.0	2	0.3
59	COc1ccc(/C=C(\C)c2nc(C)c(-c3ccccc3)c(=O)[nH]2)cc1	3	0.2	-7	0.1
60	O=c1cnn([C@@H]2O[C@H](CO)[C@@H](O)[C@H]2O)c(=O)[nH]1	48*	-0.1	-2	0.8
61	O=C(Nc1sc2c(c1C(=O)NCc1cccnc1)CCCCC2)c1cccnc1	3	0.0	13	0.8
62	CCCC(=O)Nc1c2c(nn1-c1ccccc1C)CSC2	-2	0.0	1	-0.1
63	c1ccc(CN2CCC(N3CCN(Cc4ccc5c(c4)OCO5)CC3)CC2)cc1	10	0.6	-5	0.3
64	CCc1ccc(NC(=O)C2CCN(C(=O)NC3CCCCC3)CC2)cc1	2	0.0	-1	0.6
65	CN(C)CC(C)(O)c1ccc2c(c1)CN(Cc1cnn(-c3ccc(F)cc3)c1)CCO2 (stereo not drawn)	-3	-0.1	0	0.4
66	COc1ccc(CNCc2ccccc2Br)c(OC)c1	-5	0.1	32	-1.8
67	O=C(Nc1cccs1)N1CCN(Cc2nc(-c3ccc(Cl)cc3)cs2)CC1	-2	-0.2	-2	-1.3
68	COc1ccc(C(=O)O/N=C(\N)c2ccc(Cn3cc(C(F)(F)F)ccc3=O)cc2)cc1	4	0.1	8	0.6
69	C#CCOc1c(Br)cc(C=O)cc1OCC	-1	0.0	2	0.4
70	O=C(CC12CC3CC(CC(C3)C1)C2)N1CCN(c2ccc([N+](=O)[O-])cc2)CC1	2	-0.1	1	-1.2
71	CC1CCCN(C2CC(=O)N(c3ccc(Br)cc3)C2=O)C1 (stereo not drawn)	4	0.1	9	-1.9
72	Cc1cc(Cl)ccc1OCCNS(=O)(=O)c1cc([N+](=O)[O-])ccc1C	-4	0.0	8	3.1

# Complete entries, quoted from the list:
# `CC1CCCN(C2CC(=O)N(c3ccc(Br)cc3)C2=O)C1` (stereo not drawn) is entered as TEAD-YAP inh: 4; FBW7 activator: 0.1; MITF primary: 9; GPR151 ag: -1.9
# `COc1ccc(C(=O)O/N=C(\N)c2ccc(Cn3cc(C(F)(F)F)ccc3=O)cc2)cc1` is entered as TEAD-YAP inh: 4; FBW7 activator: 0.1; MITF primary: 8; GPR151 ag: 0.6

# Further compounds follow.
no.	molecule	TEAD-YAP inh	FBW7 activator	MITF primary	GPR151 ag
73	C=CCN1C(=O)c2ccccc2Sc2ccc(C(=O)OCC)cc21	-26	0.0	8	-0.8
74	COc1ccc(N2CCN(c3ncnc4sc(C)c(C)c34)CC2)cc1	3	0.0	0	4.7
75	COc1ccc(C(c2nnnn2C(C)C)N2CCN(c3ccccc3F)CC2)cc1 (stereo not drawn)	-16	0.0	7	0.9
76	NC(=O)c1ccc2nc(N3CCN(c4ccccn4)CC3)sc2c1	-49	0.0	-6	8.1*
77	COc1cc(C2NC(=O)CCC2[N+](=O)[O-])cc(Cl)c1O (stereo not drawn)	-15	-0.1	-1	-0.7
78	Cc1cccc(-n2cc(-c3ccccc3)nc2SCC(=O)Nc2ccc(F)cc2)c1	5	0.1	10	1.2
79	CC(=O)Nc1ccc(Nc2nc(N3CCc4ccccc4C3)nc3c2ncn3C2CCCCC2)cc1	0	0.0	-1	0.0
80	CCOC(=O)CCCSc1nc2sc(C)c(C)c2c(=O)n1-c1ccccc1	-9	0.1	-9	-1.2
81	CCCNC(=O)CCc1c(C)nc2c(-c3ccc(F)cc3)c(C)nn2c1C	2	0.4	17	0.6
82	OCc1ccc(-c2ncn(-c3ccc(Nc4nccc(-c5cc(F)cc(N6CCOCC6)c5)n4)cc3)n2)nc1	83*	-0.1	-1	0.2
83	C/C(=N/NC(=O)c1ccncc1)c1ccc(F)cc1F	2	-0.1	3	0.5
84	C/C(=N\N=c1/sc2ccccc2n1C)c1ccc(C#N)cc1	-6	0.1	1	1.5
85	Cn1c(OCc2cccnc2)nc2c1c(=O)n(Cc1ccc(Cl)c(Cl)c1)c(=O)n2C	-5	0.2	-12	-0.7
86	CC(CC(=O)NC(C)CCc1ccccc1)CC1=NS(=O)(=O)c2ccccc2N1 (stereo not drawn)	10	0.1	-7	-0.4
87	Cc1ccc(S(=O)(=O)NC(CC(=O)NCCC2=CCCCC2)c2ccco2)cc1 (stereo not drawn)	-1	-0.2	-1	0.1
88	COc1ccc2cc3cc(C(=O)N4CCCCC4C)oc3nc2c1 (stereo not drawn)	36*	-0.2	-6	-2.7
89	Cc1nc(SCC(=O)N2CCCCC2)c2c(=O)n(C)c(=O)n(C)c2n1	17	0.0	5	0.0
90	CC(=O)Nc1ccc(Oc2nnc(C)c3ccccc23)cc1	65*	-0.1	-21	-1.0
91	CN(c1ncccc1CNc1cc(Nc2ccc3c(c2)CC(=O)N3)ncc1C(F)(F)F)S(C)(=O)=O	35*	0.0	2	0.2
92	O=C(Nc1ccccc1)NC1CCCCC1	-27	0.0	9	-2.9
93	CN(C)c1ccc(/C=C2/SC(N3CCOCC3)=NC2=O)cc1	-2	0.1	18	-1.7
94	CC(C)N(CCNc1nc(-c2cccc(N)c2)nc2c1ncn2C1CCCCC1)C(C)C	8	-0.1	7	-2.2
95	CCCCNC(=O)c1ccc2c(c1)NC(=O)C(CSCc1ccc(F)cc1)N2 (stereo not drawn)	-6	0.0	7	2.5
96	Cc1ccc(-c2nnc(Nc3ccc(Cl)cc3)c3ccccc23)cc1S(=O)(=O)N1CCN(C)CC1	1	-0.1	0	-0.5
97	CN1CCN(C(CNS(=O)(=O)c2ccc(F)cc2)c2cccnc2)CC1 (stereo not drawn)	-5	-0.1	0	0.0
98	COc1ccc(CN2CCN(CC3CC=CCC3)CC2)cc1OC (stereo not drawn)	17	0.0	61*	1.2
99	COc1cccc(NC(=S)NCc2ccc3c(c2)OCO3)c1	-3	1.1	-3	-0.9
100	O=C(Cn1[nH]c(=O)c2ccccc2c1=O)NC1CCCCCC1	-8	-0.1	-9	2.6

# Rows were taken by chance (roughly 3.5% active in at least one column).
